NR2E3 ag-1: agonists of human NR2E3 nuclear receptor; CHO-S Gal4-NCOR/VP16-NR2E3 two-hybrid, luciferase; inhibition of corepressor binding, % at 3.98 µM; hit rate 0.35% among 360,000; AID 602229;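 active = inhibition above the mean of all tested compounds plus 3 SD, cut at about 70% in these data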;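 note: 0% = DMSO with NR2E3 transfected cells and 100% = cells lacking NR2E3 construct; higher means lower luciferase signal from less NR2E3 corepressor binding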
Target sequence (Q9Y5X4 whole entry, looked up, the tested form may be a part): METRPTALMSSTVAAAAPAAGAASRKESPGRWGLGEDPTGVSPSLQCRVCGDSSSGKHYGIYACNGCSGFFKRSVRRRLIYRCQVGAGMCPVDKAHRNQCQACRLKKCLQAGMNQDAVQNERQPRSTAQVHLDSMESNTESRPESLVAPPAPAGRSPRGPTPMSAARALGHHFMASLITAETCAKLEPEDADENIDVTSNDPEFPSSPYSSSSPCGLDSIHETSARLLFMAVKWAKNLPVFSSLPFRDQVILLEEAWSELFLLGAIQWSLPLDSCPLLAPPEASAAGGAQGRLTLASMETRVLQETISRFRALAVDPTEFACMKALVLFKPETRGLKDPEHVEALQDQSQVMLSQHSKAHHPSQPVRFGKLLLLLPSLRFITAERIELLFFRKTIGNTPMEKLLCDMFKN
CF NFkB inh: blocks PAF-induced NF-kB reporter in cystic fibrosis cells. KKLEB NF-kB-GFP reporter, GFP fluorescence overnight. inhibition, % at 5 µM. hit rate 0.86% among 360,000;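 active = at least 50% inhibition at 5 µM, scaled per plate between neutral and stimulator controls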;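 note: PAF is a Pseudomonas aeruginosa culture filtrate used as stimulus; plate controls were PAF-stimulated DMSO wells for no effect and unstimulated DMSO wells for full effect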
Shn3 inh set2: reduces Shn3 3'UTR luciferase signal in osteoblasts; Clone20 osteoblast Shn3 3'UTR firefly luciferase, 24 h; inhibition, % at 12.5 µM; hit rate 0.52% among 360,000;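 active = mean inhibition of at least 75% with every replicate also reaching 75%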;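 note: 0% = median of neutral control wells and 100% = pilot-screen positive control compound; some compounds past the cut are filed as inactive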
EBV LMP1 NFkB: Epstein-Barr LMP1 NF-kappaB reporter inhibition; LMP1-induced NF-kappaB luciferase reporter cells, luminescence; inhibition, % at 12.5 µM; hit rate 0.69% among 350,000; AID 504558; in the data active = inhibition above about 41%;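 note: 0% = neutral control wells and 100% = reference inhibitor control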
iPSC survival up: increases survival of single human iPS cells | hit rate 0.044% among 360,000 | survival enhancement, % at 20 µM | AID 602274 | hiPSC single-cell survival, ATPlite luminescence; 100% = ROCK inhibitor wells, 0% = DMSO; in the data active = survival enhancement above about 18%;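 note: cells exposed to compounds for 16 hours before the ATP read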
HIF-2a inh: HIF-2a inhibition. inhibition, % at 18.8 µM. hit rate 0.72% among 360,000. 786-0 RCC cells HIF-2a reporter, luciferase luminescence, overnight;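 active = inhibition of the luminescence signal of 40% or more relative to plate controls, in a single-dose primary screen at 18.75 µM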
Peg3 promoter: reduces Peg3 promoter-driven luciferase expression in HeLa. HeLa PEG-Prom luciferase reporter, luminescence, overnight. hit rate 1.7% among 360,000. inhibition, % at 20 µM;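 active = inhibition of at least 50% at 20 µM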
NR2E3 ag-2: agonists of human nuclear receptor NR2E3; GST-NR2E3/biotin-RetCOR TR-FRET, 1536-well; hit rate 0.12% among 320,000; AID 2300; inhibition of corepressor binding, % at 4.78 µM;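 active = percent inhibition above the cutoff of mean plus 3 SD of all tested compounds, set per screening campaign, cut at about 20% in these data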;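 note: 0% = DMSO wells and 100% = biotin wells as full block of FRET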
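Format: 1536-well format; test system: GST-NR2E3 and biotin-RetCOR proteins; read-out basis: percent inhibition of TR-FRET ratio; timing: 5 h incubation at 4 °C; detection: time-resolved FRET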
MITF TRPM1 inh: MITF TRPM1 promoter inhibition in SK-MEL-5 cells; hit rate 0.83% among 330,000; SK-MEL-5 TRPM1 promoter luciferase, 24 h; inhibition, % at 12.5 µM;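 active = mean inhibition across replicates of 60% or more, whatever share of single replicates reaches that level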; note: values of inactives mirror those of a sister screen read the other way
KKLEB tox: CF airway cell cytotoxicity counter-screen; KKLEB CF airway cells viability, ATPlite luminescence, overnight; hits give low values; cells stimulated with P. aeruginosa culture filtrate; activity change (cytotoxicity), % at 5 µM; hit rate 0.36% among 360,000;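 active = corrected activity change at or below -50% at 5 µM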
C8 TRAIL sens: caspase-8 TRAIL sensitization; NB7+C8 cells + TRAIL, ATPlite viability luminescence; inhibition (viability loss, TRAIL sensitization), % at 10 µM; hit rate 1% among 360,000; AID 624354;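 active = compounds causing at least 50% loss of cell viability in the single-dose screen, relative to plate controls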
* hit, by the source's call; . = no result given.

The first two compounds, ahead of the listing:
item	SMILES	NR2E3 ag-1	CF NFkB inh	Shn3 inh set2	EBV LMP1 NFkB	iPSC survival up	HIF-2a inh	Peg3 promoter	NR2E3 ag-2	MITF TRPM1 inh	KKLEB tox	C8 TRAIL sens
1	NS(=O)(=O)c1cccc(NC(=O)CCCNC(=O)c2ccc(Cl)cc2)c1	12	3	5	-2	-0.4	1	-9	3	4	-14	-3
2	Cc1cc(C)c(S(=O)(=O)Cc2ccc(Cl)cc2)c(=O)[nH]1	11	-1	4	8	-0.6	-3	-20	-1	5	6	-6

Results, repeating the preview:
item	SMILES	NR2E3 ag-1	CF NFkB inh	Shn3 inh set2	EBV LMP1 NFkB	iPSC survival up	HIF-2a inh	Peg3 promoter	NR2E3 ag-2	MITF TRPM1 inh	KKLEB tox	C8 TRAIL sens
1	NS(=O)(=O)c1cccc(NC(=O)CCCNC(=O)c2ccc(Cl)cc2)c1	12	3	5	-2	-0.4	1	-9	3	4	-14	-3
2	Cc1cc(C)c(S(=O)(=O)Cc2ccc(Cl)cc2)c(=O)[nH]1	11	-1	4	8	-0.6	-3	-20	-1	5	6	-6
3	CCOC(=O)c1nc2sc3c(c2c(=O)n1C(C)C(=O)OCC)CCCC3 (stereo not given)	9	8	31	4	0.2	3	19	5	-8	-10	-23
4	CCOC(=O)C1C(=O)CC(C)(O)C(C(=O)OCC)C1c1ccc2c(c1)OCO2 (stereo not given)	10	0	-4	1	2.5	17	8	2	3	-5	-3
5	C[C@@H]1C=C[C@](Cc2ccccc2)(C(=O)O)N1C(=O)c1ccccc1	-20	-7	2	18	0.3	-5	-5	2	-6	11	-1
6	CC1CCN(S(=O)(=O)c2ccc3c(c2)N(CC(=O)NCCCN2C(C)CCCC2C)C(=O)CO3)CC1 (stereo not given)	-4	1	12	1	-0.5	10	-10	2	2	7	3
7	COc1cc2ccccc2cc1C(=O)N1CCN(c2ccccn2)CC1	-5	6	32	0	1.8	16	9	2	-2	-8	-7
8	NS(=O)(=O)c1ccc(N/N=C2/CCCCC2C2CCCCC2)c([N+](=O)[O-])c1 (stereo not given)	-3	-4	66	-2	13	55*	40	1	2	-11	10
9	O=C(NCCSCc1ccccc1)c1ccc(Cl)c(S(=O)(=O)N2CCOCC2)c1	-20	0	11	-12	4.6	11	15	0	2	8	7
10	COC(=O)c1cccnc1-n1c(=O)c2cccnc2n(Cc2ccc([N+](=O)[O-])cc2)c1=O	5	0	3	-2	-0.5	16	0	-2	-14	-10	8
11	O=C(COC(=O)c1n[nH]c2ccccc12)Nc1ccc(S(=O)(=O)N2CCCC2)cc1	5	-8	83	8	-1.2	10	19	2	33	9	6
12	Cc1cccc(C(O)c2ncc(-c3ccc(F)cc3)[nH]2)c1C (stereo not given)	-10	-22	-10	.	-0.1	18	18	.	.	9	-9
13	Cc1cc(C(=O)Nc2ccc([N+](=O)[O-])cn2)cs1	-141	-21	-89	-21	-0.6	-320	-303	3	-86	0	12
14	COc1ccc(C(=O)OCc2c(-c3cccc(OC)c3)ncc3ccccc23)cc1	-17	-14	20	-9	0.2	-23	-1	5	1	0	7
15	COc1cc(CNc2ccc3[nH]c(=O)[nH]c3c2)cc(Br)c1OCc1ccccc1F	-15	-11	33	-8	-0.1	7	9	.	13	10	31
16	OC(CN1CCCCC1)Cn1c(C(F)(F)F)nc2ccccc21 (stereo not given)	-18	8	-2	0	-0.9	11	2	0	1	-5	-5
17	COc1ccccc1NC(c1cccnc1)c1ccc2cccnc2c1O (stereo not given)	-35	23	34	-7	2.2	20	36	2	8	-20	1
18	COc1ccc(CCNC(=O)C2CCCN(S(=O)(=O)c3ccc(F)cc3)C2)cc1OC (stereo not given)	-36	14	-2	9	0.8	15	5	-1	4	4	-14
19	CCOc1ccccc1C(=O)NCC(=O)NCC(c1ccco1)N1CCCCC1 (stereo not given)	13	18	-3	0	0.5	4	-1	6	-7	-5	-7
20	Cc1cccc(OCC(=O)Nc2nnn(C)n2)c1C	-18	5	13	-1	4.6	-1	0	2	-4	-6	8

Next section:
item	SMILES	NR2E3 ag-1	CF NFkB inh	Shn3 inh set2	EBV LMP1 NFkB	iPSC survival up	HIF-2a inh	Peg3 promoter	NR2E3 ag-2	MITF TRPM1 inh	KKLEB tox	C8 TRAIL sens
21	CC(=O)NC(Cc1ccc(F)cc1)C(=O)O (stereo not given)	-16	-10	8	8	-2.1	11	12	0	14	3	8
22	O=C(NNC(=O)c1ccc[nH]1)Nc1cc(Cl)cc(Cl)c1	-11	-1	6	.	0.6	8	-3	0	.	-3	-18
23	COc1ccc(-n2nc(C(=O)NCC(=O)NCCN(C)C)c3ccccc3c2=O)cc1	-6	-2	8	6	0.1	8	-17	-3	-5	2	-4
24	COc1ccc(Cn2nnc3c(=O)[nH]c(C4CCCN(C(=O)c5ccccc5)C4)nc32)cc1 (stereo not given)	-2	-13	11	-6	4.9	12	18	1	.	8	-3
25	Cc1cc(C)n(CC(O)COc2ccccc2[N+](=O)[O-])n1 (stereo not given)	-23	-8	-14	0	-1.7	-62	-23	-2	-18	2	-3
26	COc1ccc(C=C2SC(=S)NC2=O)cc1	0	22	4	13	0.6	-192	-126	.	-16	-28	20
27	COc1cc(-c2nc3n(n2)C(c2ccc(F)cc2)C2=C(CCCC2=O)N3)cc(OC)c1OC (stereo not given)	19	-41	4	-8	5.4	19	14	-3	0	-1	-10
28	COc1ccccc1C(=O)OCC(=O)NCCNC(=O)COC(=O)c1ccccc1OC	-3	19	-2	-2	-0.2	5	13	0	-1	-3	-13
29	CNC(=O)c1ccccc1NC(=O)c1cccc(S(=O)(=O)N2CCCCC2)c1	4	-19	15	-6	-0.8	22	12	-2	-1	13	-3
30	COc1ccc(N2CC(C(=O)NCc3nnnn3-c3ccc(C)c(C)c3)CC2=O)cc1 (stereo not given)	-6	0	1	-5	-0.5	5	9	-2	9	0	-2
31	COc1ccc(CCC(=O)NC2CCC(C)CC2)cc1 (stereo not given)	0	18	-19	-8	-0.5	-13	-5	2	3	-3	4
32	N=c1occ(C(=O)c2cc(F)ccc2O)cc1C(=O)NC1CCCCC1	-23	17	2	5	3.5	12	16	-3	6	1	1
33	Nc1cc(=O)[nH]c(SCC(=O)Nc2ccc(Br)cc2)n1	-17	8	7	-2	3.3	12	-4	6	0	-5	-3
34	C=CCC1(CC=C)CCCN1C(=O)C1CCC(=O)N(CCc2ccc(Cl)cc2)C1 (stereo not given)	-2	-10	38	-2	-0.7	-52	-59	1	0	-5	-32
35	O=C(C1COc2ccccc2O1)N1CCN(c2ccc(F)cc2)CC1 (stereo not given)	1	-2	7	-5	0.3	-14	5	0	0	-12	16
36	S=C1N(c2ccccc2)C(c2cccc3ccccc23)N2CCCN12 (stereo not given)	-8	8	1	-3	-3.2	25	26	2	6	0	5
37	CCOC(=O)NC(=O)CSc1nc2ccccc2[nH]1	18	-1	-15	1	-1.7	3	3	-2	5	15	5
38	Cc1cccc(-c2nnc(SCC#N)n2C)c1	14	16	3	2	-1.7	8	0	4	9	7	-2
39	COC(=O)c1ccc(COC(=O)c2ccc(CO)cc2)o1	10	-4	-9	-12	0.0	-24	-19	3	3	16	3
40	Cc1cccc(C)c1NC(=O)COC(=O)C1Cc2ccccc2CN1C(=O)c1ccccc1 (stereo not given)	-1	5	16	-9	2.7	-4	-11	5	6	-5	8

(cont.)
item	SMILES	NR2E3 ag-1	CF NFkB inh	Shn3 inh set2	EBV LMP1 NFkB	iPSC survival up	HIF-2a inh	Peg3 promoter	NR2E3 ag-2	MITF TRPM1 inh	KKLEB tox	C8 TRAIL sens
41	Cc1cccn2c(=O)c3cc(C(=O)NCc4cccnc4)c(=N)n(C(C)C)c3nc12	-1	-19	-7	-34	-0.3	1	-6	-2	-2	-8	6
42	COc1cccc(/C=N/NC(=O)c2[nH]c(C)c(C(=O)N/N=C/c3cccc(OC)c3)c2C)c1	8	-9	18	7	-1.4	6	-12	4	-11	7	3
43	COCCCNC(=S)Nc1ccc(OC(F)F)cc1C	-3	2	4	-5	-0.3	18	-7	2	1	-10	-7
44	COCCNC(=S)N/N=C/c1ccc([N+](=O)[O-])cc1	-22	0	5	-4	1.4	-4	6	2	-8	15	1
45	CCCCc1cc(=O)oc2cc(O)ccc12	-5	25	18	13	-2.8	7	17	3	-8	4	-2
46	CC(=O)Nc1ccc(-c2sc(Nc3ccccc3)n[n+]2C)cc1	-11	-7	10	-8	-0.7	2	-8	5	-19	3	-2
47	O=C(c1ccc(N2CCN(C(=O)c3cccc(F)c3)CC2)cc1)c1cccc(F)c1	2	-43	41	8	1.2	16	33	4	14	-10	22
48	COc1ccc([N+](=O)[O-])cc1NC(=S)NC(NC(=O)Cc1ccc(OC)c(OC)c1)C(Cl)(Cl)Cl (stereo not given)	-9	9	-2	13	-2.5	31	25	0	-2	-1	35
49	CC(=O)Nc1ccc(S(=O)(=O)Nc2ccc3[nH]c(=O)[nH]c3c2)cc1	-3	-1	-23	-5	1.2	7	5	3	-7	-1	11
50	O=[N+]([O-])c1cc(Br)c(Nc2ccccc2)c([N+](=O)[O-])c1	-35	44	29	-3	0.5	22	35	-1	39	-17	10

Reprinted from the listing for reference:
item	SMILES	NR2E3 ag-1	CF NFkB inh	Shn3 inh set2	EBV LMP1 NFkB	iPSC survival up	HIF-2a inh	Peg3 promoter	NR2E3 ag-2	MITF TRPM1 inh	KKLEB tox	C8 TRAIL sens
1	NS(=O)(=O)c1cccc(NC(=O)CCCNC(=O)c2ccc(Cl)cc2)c1	12	3	5	-2	-0.4	1	-9	3	4	-14	-3
2	Cc1cc(C)c(S(=O)(=O)Cc2ccc(Cl)cc2)c(=O)[nH]1	11	-1	4	8	-0.6	-3	-20	-1	5	6	-6
3	CCOC(=O)c1nc2sc3c(c2c(=O)n1C(C)C(=O)OCC)CCCC3 (stereo not given)	9	8	31	4	0.2	3	19	5	-8	-10	-23
4	CCOC(=O)C1C(=O)CC(C)(O)C(C(=O)OCC)C1c1ccc2c(c1)OCO2 (stereo not given)	10	0	-4	1	2.5	17	8	2	3	-5	-3
5	C[C@@H]1C=C[C@](Cc2ccccc2)(C(=O)O)N1C(=O)c1ccccc1	-20	-7	2	18	0.3	-5	-5	2	-6	11	-1
6	CC1CCN(S(=O)(=O)c2ccc3c(c2)N(CC(=O)NCCCN2C(C)CCCC2C)C(=O)CO3)CC1 (stereo not given)	-4	1	12	1	-0.5	10	-10	2	2	7	3
7	COc1cc2ccccc2cc1C(=O)N1CCN(c2ccccn2)CC1	-5	6	32	0	1.8	16	9	2	-2	-8	-7
8	NS(=O)(=O)c1ccc(N/N=C2/CCCCC2C2CCCCC2)c([N+](=O)[O-])c1 (stereo not given)	-3	-4	66	-2	13	55*	40	1	2	-11	10
9	O=C(NCCSCc1ccccc1)c1ccc(Cl)c(S(=O)(=O)N2CCOCC2)c1	-20	0	11	-12	4.6	11	15	0	2	8	7
10	COC(=O)c1cccnc1-n1c(=O)c2cccnc2n(Cc2ccc([N+](=O)[O-])cc2)c1=O	5	0	3	-2	-0.5	16	0	-2	-14	-10	8
11	O=C(COC(=O)c1n[nH]c2ccccc12)Nc1ccc(S(=O)(=O)N2CCCC2)cc1	5	-8	83	8	-1.2	10	19	2	33	9	6
12	Cc1cccc(C(O)c2ncc(-c3ccc(F)cc3)[nH]2)c1C (stereo not given)	-10	-22	-10	.	-0.1	18	18	.	.	9	-9

Only part of the results is shown. The share of hits here may be higher or lower than overall.
